TbPYK inhibitor – blocks Trypanosoma brucei pyruvate kinase. Q57TT1. TbPYK enzyme, Kinase-Glo Plus ATP luminescence, 45 min. Potency, µM (highest dose often 76.8 µM), without a hit: at the highest dose activity, negative = inhibition, actives largely listed as inhibitors. 0.12% of 410,000 active. AID 624173; further: potency means the concentration at half of the fitted maximal effect; on the % scale 0 is the no-effect control and ±100 the full control effect; nearly all actives have a fitted effect of over 50% in size
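Luminescent Kinase-Glo Plus end-point after 45 min room-temperature reaction of T. brucei pyruvate kinase started with 130 uM ADP (final). Buffer TEA 50 mM pH 7.2 with KCl, MgCl2, BSA, Tween-20; titration-based qHTS with fitted concentration-effect curves.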
AMA1 RON2 block – inhibitors of Plasmodium falciparum AMA1-RON2 interaction; AlphaScreen AMA1-biotinylated RON2 peptide binding; 0.2% of 360,000 active; AID 720542; Potency, µM (titrated, usually from 58.2 µM), without a hit: at the top dose activity change, negative = inhibition, usual class: inhibitors;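 further: potency means the concentration at half of the fitted maximal effect; 0% = vehicle wells and -100% = peptide control; nearly all actives have a fitted effect of over 45% in size; some results filed as inactive show a strong effect at the top dose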
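AMA1 (3D7) with his tag at 25 nM final met compounds first, then biotinylated RON2 peptide at 25 nM; detection used donor plus acceptor beads, 10 µg/mL apiece, read by AlphaScreen after 30 min at room temperature.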
CHX counter – affects cycloheximide protein synthesis inhibition readout, counter-screen. cell reporter, cycloheximide protein synthesis inhibition counterscreen. max response, %. 12% of 300,000 active. AID 2314; in the data active means max response mostly above about 13%, no sharp cut-off; inactive means mostly below about 14%; further: read at 38.3 µM for the half of the compounds with a filed dose; 0% is about no effect
Pf growth 48h – P. falciparum growth inhibition at 48 hours (one generation). AID 504832. Potency, µM (top dose mostly 28.7 µM), without a hit: at the highest dose activity change, negative = inhibition, actives largely listed as inhibitors. 5.9% of 310,000 active. P. falciparum luciferase growth in erythrocytes, 48 h; further: potency means the concentration at half of the fitted maximal effect; on the % scale 0 is the no-effect control and ±100 the full control effect
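In quantitative HTS format, infected erythrocytes bearing luciferase-reporter parasites were treated for a single generation at 37 C. Luminescence after adding detection reagent served as the growth measure.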
Shiga inhibitor – blocks Shiga toxin action in Vero cells | Vero cells, Shiga toxin protein synthesis inhibition reporter | inhibition, % at 38.7 µM | 9.2% of 290,000 active | AID 2315; in the data active means inhibition mostly above about 28%, no sharp cut-off; inactive means mostly below about 43%; further: 0% is about no effect
LmPK inhibitor – inhibitors of Leishmania mexicana pyruvate kinase. Q27686. purified LmPK, Kinase-Glo ATP luminescence, 1 h. Potency, µM (doses to about 57.5 µM), for the others: at the highest dose activity change, negative = inhibition, most hits filed as inhibitors. 0.37% of 290,000 active. AID 1721; further: potency means the concentration at half of the fitted maximal effect; on the % scale 0 is the no-effect control and ±100 the full control effect
Target sequence (Q27686 whole entry, looked up): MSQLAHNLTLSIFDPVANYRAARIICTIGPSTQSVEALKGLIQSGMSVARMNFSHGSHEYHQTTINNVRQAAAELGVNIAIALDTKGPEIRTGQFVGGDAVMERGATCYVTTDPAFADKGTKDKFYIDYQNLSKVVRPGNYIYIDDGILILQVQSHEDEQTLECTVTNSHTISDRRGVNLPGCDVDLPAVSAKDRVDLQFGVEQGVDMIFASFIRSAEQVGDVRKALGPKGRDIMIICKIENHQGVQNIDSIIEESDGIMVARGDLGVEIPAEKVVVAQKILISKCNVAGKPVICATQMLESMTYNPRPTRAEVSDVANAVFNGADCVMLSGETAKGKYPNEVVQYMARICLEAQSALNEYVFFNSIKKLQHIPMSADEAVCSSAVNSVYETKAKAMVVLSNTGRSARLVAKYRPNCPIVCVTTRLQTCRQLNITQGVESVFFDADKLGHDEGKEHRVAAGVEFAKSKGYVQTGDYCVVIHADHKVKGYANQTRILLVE
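Purified LmPK (0.1 nM) converted ADP (0.1 mM) to ATP with PEP (0.5 mM) in imidazole buffer pH 7.2 with KCl and MgCl2, 1 h at room temperature. ATP was read by Kinase-Glo luminescence; data normalized to uninhibited and no-enzyme controls.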
Pf growth 96h – P. falciparum growth inhibition at 96 hour, primary screen for plastid delayed-death inhibitors. Potency, µM (highest dose often 28.7 µM), without a hit: at the top dose activity change, negative = inhibition, most hits filed as inhibitors. P. falciparum luciferase reporter growth, 96 h. AID 504834. 6.9% of 320,000 active; further: potency means the concentration at half of the fitted maximal effect; on the % scale 0 is the no-effect control and ±100 the full control effect
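Delayed-death screen, second-generation endpoint: infected erythrocytes, 2% hematocrit, 0.05% parasitemia final; 96 hours at 37 C, 5% CO2; luciferase detection reagent; luminescence decrease equals reduced growth.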
* = called active by the depositor; ? = inconclusive; · = not tested or not shown; & = joins results of further samples; [ ] = dose if it differs, or a comment. Unless noted, the call rests on the fitted dose curve; in most records, active means well fitted curve in the direction sought with a large enough effect; inconclusive means small, poorly fitted or top-dose-only effect, or another doubt; inactive means no such curve, though single readings can be large; an effect the other way counts as inactive or inconclusive.

SMILES	TbPYK inhibitor	AMA1 RON2 block	CHX counter	Pf growth 48h	Shiga inhibitor	LmPK inhibitor	Pf growth 96h
COC(=O)c1c(C(=O)OC)c(-c2ccc(F)cc2)n2c1CS(=O)C2 (centres undefined)	1.8%	-0.2%	-4.6	22.4%	-13.5	2.9%	32.7%[activator]
COC(=O)c1ccc2c(c1)NC(=O)C(N1CCCCC1)S2 (centres undefined)	2.4%	37.4%[activator]	-4.1	12.5%	-12.9	1.2%	31.4%[activator]
CCOC(=O)c1cc(-c2csc(Nc3ccccc3Cl)n2)on1	-0.4%	-16.6%	-2.9	3.2%	-20.4	3.0%	39.7%[activator]
NC(=O)NS(=O)(=O)Oc1ccccc1	-1.3%	-6.4%	1.4	61.5%[activator]	-9.0	5.5%	-0.8%
O=C(O)c1ccccc1C(=O)O	3.8%	0.0%	·	22.8%	·	·	?
Cc1cc(C)c2c(=O)n(-c3ccccc3)[nH]c2n1	4.4%	-10.2%	50.7*	201.1%[activator]	88.4*	1.7%	·
CC1CCc2cc(F)ccc2N1C(=O)CN1C(=O)c2ccccc2C1=O (centres undefined)	2.0%	-12.4%	-6.9	12.1%	-9.6	6.4%	?
CCOC(=O)C1CCN(S(=O)(=O)c2ccc3c(c2)NC(=O)CS3)CC1	2.6%	0.0%	5.5	-7.1%	12.0	0.6%	61.1%[activator]
Cn1nc(C(=O)Nc2ccc(S(=O)(=O)NCc3ccco3)cc2)c2ccccc2c1=O	-2.9%	-1.4%	52.6*	?	52.3*	-2.0%	11.7µM*
O=C(CSC(=S)N1CCCC1)NCC(=O)Nc1ccccc1Br	-1.6%	-8.1%	·	?	·	·	0.7%
O=C(CSc1ccc(Cl)cc1)NC1CCCC1	-7.4%	-2.7%	35.4*	56.5%[activator]	72.5*	2.1%	68.7%[activator]
O=C(Nc1cc(C(F)(F)F)ccc1N1CCOCC1)c1cccs1	2.6%	-5.2%	3.6	·	-3.8	-0.8%	?
Oc1ccc(N2CCN(CC(O)c3ccccc3)CC2)cc1 (centres undefined)	?	-25.1%	-2.8	?	-12.2	-21.0%	?
Cc1ccc(C23CC4CC(CC(NC(=O)NC(C)(C)CO)(C4)C2)C3)cc1	·	10.6%	-3.2	·	-15.0	11.2%	?
COc1cc(/C=C2\SC(=S)N(CCC(=O)NC3CCCC3)C2=O)cc(OC)c1OC	1.2%	5.8%	-4.2	-21.8%	-9.8	13.6%	64.6%[activator]
COC(=O)C1(C)NC(c2ccccc2C)C2C(=O)N(c3ccccc3)C(=O)C21 (centres undefined)	1.7%	3.9%	1.4	-3.5%	-7.0	0.0%	4.2%
CCOC(=O)c1cc2ccc(OC)cc2oc1=O	0.6%	24.8%	18.4*	11.6%	65.6*	-28.9%	65.9%[activator]
CCCC(c1nnnn1C1CCCCC1)N1CCN(c2ncccn2)CC1 (centres undefined)	-0.1%	-17.9%	-2.5	-24.6%	12.8	-3.1%	?
COC(=O)/C(=C\Nc1ccc(Cl)cc1Cl)NC(=O)c1ccccc1	-2.9%	-13.0%	-2.4	1.7%	3.4	8.5%	16.6%
O=C(O)CC(O)CC(O)/C=C/c1c(C2CC2)nc2ccccc2c1-c1ccc(F)cc1 (centres undefined)	2.6%	·	·	-0.2%	·	·	-6.5%
c1ccc(CN2CCN(c3nc(NCc4ccco4)c4ccccc4n3)CC2)cc1	1.5%	-16.8%	4.8	?	-3.1	4.9%	·
CCN(CCO)Cc1csc2ccccc12	2.4%	-5.5%	-2.8	6.5%	-11.6	-3.5%	-1.2%
CCOc1cc(N2CCOCC2)c(OCC)cc1NC(=O)c1nn(CC)c(=O)c2ccccc12	2.9%	-16.6%	·	10.4µM*	·	·	2.62µM*
O=C(O)Cc1csc(-c2cccc(Oc3ccccc3)c2)n1	1.3%&1.5%	-2.2%&0.0%	2.4&-1.2	-19.0%&10.3%	18.5&-2.3	2.1%&3.9%	11.8%&7.1%
COc1ccc(CN=Nc2cc(C)nc(NS(=O)(=O)c3ccccc3Cl)n2)cc1	·	·	0.4	?	-1.7	-3.3%	34.0%[activator]
SMILES	TbPYK inhibitor	AMA1 RON2 block	CHX counter	Pf growth 48h	Shiga inhibitor	LmPK inhibitor	Pf growth 96h
CC1(C)CC(=O)C2=C(C1)OC(c1cccs1)C(C#N)=C2N (centres undefined)	-2.3%	10.9%	-2.2	4.9%	12.8	0.4%	-11.4%
CN1C(=O)/C(=C/c2ccc(OCc3ccccc3F)cc2)N(C)C1=S	-3.5%	-1.2%	-3.3	-23.2%	·	-1.4%	-21.1%
O=C(O)C1CC(O)CN1C(=S)Nc1ccccc1 (centres undefined)	2.0%	-17.3%	-2.6	6.1%	0.8	-0.7%	8.2%
O=C(CSc1nc2ccc(NC(=O)c3ccccc3C(=O)O)cc2s1)Nc1c(Cl)cccc1Cl	3.9%	-18.0%	9.5	-1.2%	16.3	1.1%	0.0%
COc1ccc(NC(=O)NCCCCc2ccccc2)cc1	9.9%	-14.8%	22.4*	?	49.7	-2.0%	43.8%[activator]
N#CCSc1nnc(-c2ccccc2O)n1CCc1ccccc1	9.8%	24.2%	6.4	-10.4%	-14.8	1.9%	20.3%
COc1ccccc1C(=O)NC(CCSC)C(=O)NNC(=O)c1ccccc1O (centres undefined)	-9.5%	64.5%[activator]	·	?	·	·	-9.3%
Cc1cc(C)c(C#N)c(SCC(=O)c2ccccc2)n1	-11.0%	8.5%	9.4	-10.7%	-5.8	3.9%	4.65µM*
COc1cccc(N2CCN(C(=O)c3cccnc3)CC2)c1	4.4%	3.3%	4.0	-12.8%	18.0	3.4%	·
Clc1ccc(Cl)c2sc(N3CCCC3)nc12	-2.8%	18.4%	16.1	11.4%	32.7	5.6%	?
CCOC(=O)C1(CCc2ccccc2)CCN(Cc2cnc(N(C)C)s2)CC1	-1.2%	4.8%	-1.2	?	-13.0	0.8%	-14.8%
Cc1ccc2cc(CN(CC3CCCO3)C(=O)NC3CCCCC3)c(=O)[nH]c2c1C (centres undefined)	4.7%	2.1%	-2.2	9.2%	-2.1	2.5%	3.4%
c1ccc2c(c1)C(=NC1CCCCC1)NC2=NC1CCCCC1	-3.1%	3.5%	-4.4	?	-12.5	-1.9%	2.94µM*
COc1nc(NCCO)nc(Nc2cc(Cl)ccc2OC)n1	-1.2%	-11.1%	-2.3	?	41.7	3.9%	?
COC(=O)C1C=C2c3cccc4[nH]cc(c34)CC2N(C)C1 (centres undefined)	·	·	5.9	?	-3.8	-1.1%	?
Cc1cccc(C(=O)NCCc2csc(C)n2)c1	2.8%	3.4%	-0.1	13.2%	13.6	1.9%	16.1%
CCCCOCCCN1CC(=O)N2C(C)c3[nH]c4ccccc4c3C[C@H]2C1=O (some centres undefined)	3.3%	-0.8%	-6.5	?	-18.8	7.0%	1.6%
CCC(=O)NC(c1cccs1)c1cc([N+](=O)[O-])c2cccnc2c1O (centres undefined)	-0.5%	?	-2.9	?	-11.4	1.1%	22.9%
CCCn1c(C)cc(/C=C(\C#N)C(=O)OCC(=O)NC(=O)NCC)c1C	3.1%	-1.7%	5.8	0.6%	17.6	-0.3%	·
CC(=O)c1ccc(O)c(CC=C(C)C)c1	-7.7%	-0.8%	0.7	-27.7%	-10.4	3.6%	-4.8%
COc1cccc(NC(=O)C(=O)NCCCN2CCCC2=O)c1	-1.6%	15.5%	·	85.1%[activator]	·	·	92.4%[activator]
Cc1ccc2c(c1)cc(C(=O)N[C@@H](Cc1ccccc1)C(=O)O)n2C	-13.5%	-9.3%	-0.2	0.9%	2.7	4.2%	42.4%[activator]
CCOc1ccccc1N1CC(C(=O)N2CCc3ccccc3C2)CC1=O (centres undefined)	?	13.1%	-5.9	?	-12.0	-1.0%	·
COc1ccc(OC)c(C2=C/C(=C/c3ccccn3)C(=O)O2)c1	-3.4%	47.1%[activator]	-1.3	?	-8.9	2.2%	5.22µM*
O=C(CN(c1ccccn1)S(=O)(=O)c1ccc(F)cc1)Nc1ccc(F)cc1F	1.1%	-5.1%	-2.6	-2.2%	15.2	-5.2%	18.1%

Shown with bars between the fields: part of the list above.
SMILES | TbPYK inhibitor | AMA1 RON2 block | CHX counter | Pf growth 48h | Shiga inhibitor | LmPK inhibitor | Pf growth 96h
N#CCSc1nnc(-c2ccccc2O)n1CCc1ccccc1 | 9.8% | 24.2% | 6.4 | -10.4% | -14.8 | 1.9% | 20.3%
COc1ccccc1C(=O)NC(CCSC)C(=O)NNC(=O)c1ccccc1O (centres undefined) | -9.5% | 64.5%[activator] | · | ? | · | · | -9.3%
Cc1cc(C)c(C#N)c(SCC(=O)c2ccccc2)n1 | -11.0% | 8.5% | 9.4 | -10.7% | -5.8 | 3.9% | 4.65µM*

Next structures follow.
SMILES	TbPYK inhibitor	AMA1 RON2 block	CHX counter	Pf growth 48h	Shiga inhibitor	LmPK inhibitor	Pf growth 96h
CCC(Cc1ccccc1)NC(=O)c1ccc2nc(N3CCOCC3)sc2c1 (centres undefined)	2.7%	-1.4%	4.6	-4.4%	15.1	-1.0%	4.4%
Cc1ccc(NC(=O)Cn2nnc(-c3ccc4c(c3)OCO4)n2)cc1F	1.2%	6.4%	-4.4	11.2%	-2.9	-6.2%	0.6%
O=C(C1CCCN(S(=O)(=O)c2ccccc2)C1)N1CCCc2ccccc21 (centres undefined)	1.2%	-1.2%	4.7	?	13.2	-3.5%	-11.4%
O=C1c2[nH]nc(-c3ccccc3O)c2C(c2ccccc2)N1Cc1ccco1 (centres undefined)	-2.1%	50.5%[activator]	-1.4	11.7µM*	-5.2	-3.4%	?
Cc1nn(CC(=O)NC(C)C)c(C)c1[N+](=O)[O-]	2.0%	8.6%	-1.1	3.1%	-13.2	2.0%	?
COc1cccc(CNC(=O)CCS(=O)(=O)c2ccc3c(c2)NC(=O)CS3)c1	-10.8%	-1.5%	-10.8	0.7%	-4.0	-9.5%	?
CC(=O)Nc1nc(CCl)cs1	-9.8%	19.5%	-2.0	8.7%	8.7	-0.6%	4.9%
O=C(c1ccc(Cl)cc1)[C@@H]1[C@@H]2C(=O)N(c3cccc4ccccc34)C(=O)[C@@H]2C2c3ccccc3C=NN21 (some centres undefined)	1.5%	8.0%	-2.3	5.8%	-7.4	0.1%	-7.3%
COc1ccc2c(c1)c(=O)cc(-c1ccccc1)n2C	3.7%	-7.0%	21.9*	31.9%[activator]	49.4*	5.7%	-2.7%
Cc1nn(C)c(C(=O)N2CCN(C(=O)c3ccco3)CC2)c1[N+](=O)[O-]	10.2%	-21.4%	-3.3	-9.6%	6.9	0.8%	4.9%
COc1ccc(-c2cc3nc4c(c(N5CCC6(CC5)OCCO6)n3n2)CCC4)cc1	0.8%	-6.5%	-1.7	?	-12.0	-4.5%	255.9%[activator]
COc1ccc(CC(=O)Nc2ccc(C(=O)NCC(C)C)cc2)cc1	-6.6%	0.4%	-1.7	74.0%[activator]	-16.2	0.8%	52.8%[activator]
C=CCN1C(=O)C2(OCCCO2)c2cc(CCCC)ccc21	1.1%	2.8%	-0.5	0.0%	-2.1	-4.2%	4.5%
Cc1ccc(C(=O)NN2C(=O)C3C4C=CC([C@@H]3C2=O)C42CC2)cc1 (some centres undefined)	6.3%	-0.1%	-1.1	-9.8%	-7.7	1.1%	15.5%

Not a hit list; about 21% have a hit in one of these screens.
